Pf growth 96h – Primary qHTS for delayed death inhibitors of the malarial parasite plastid, 96 hour incubation | P. falciparum luciferase reporter growth, 96 h | Potency, µM (top dose mostly 28.7 µM), for inactives: at the top dose activity change, negative = inhibition, hits mostly inhibitors | actives 6.9% (n = 320,000) | AID 504834, 2011; also: potency is read from the fitted curve at half-maximal effect; % is scaled to controls: 0 for no effect and ±100 for the full control effect
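P. falciparum expressing integrated firefly luciferase, in erythrocytes at 2% hematocrit, 0.05% parasitemia, incubated with compounds 96 h at 37 C, 5% CO2. Growth inhibition read as loss of luminescence; two-generation exposure targets delayed-death apicoplast inhibitors.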
Shiga toxin inh – A qHTS for Small Molecule Inhibitors of Shiga Toxin; Vero cells, Shiga toxin protein synthesis inhibition reporter; inhibition, % at 38.7 µM; AID 2315, 2010; actives 9.2% (n = 290,000); in the data active = inhibition mostly above about 28%, no sharp cut-off; inactive = mostly below about 43%; also: 0% is about no effect
Cycloheximide cs – Cycloheximide Counterscreen for Small Molecule Inhibitors of Shiga Toxin; cell reporter, cycloheximide protein synthesis inhibition counterscreen; actives 12% (n = 300,000); max response, %; AID 2314, 2010; in the data active = max response mostly above about 13%, no sharp cut-off; inactive = mostly below about 14%; also: read at 38.3 µM for the half of the compounds with a filed dose; 0% is about no effect
LmPK inh – qHTS Assay for Inhibitors of Leishmania Mexicana Pyruvate Kinase (LmPK). purified LmPK, Kinase-Glo ATP luminescence, 1 h. Q27686. Potency, µM (top dose mostly 57.5 µM), for the others: at the top dose activity change, negative = inhibition, usual class: inhibitors. actives 0.37% (n = 290,000); also: potency is read from the fitted curve at half-maximal effect; % is scaled to controls: 0 for no effect and ±100 for the full control effect
Target sequence (Q27686 whole entry, looked up): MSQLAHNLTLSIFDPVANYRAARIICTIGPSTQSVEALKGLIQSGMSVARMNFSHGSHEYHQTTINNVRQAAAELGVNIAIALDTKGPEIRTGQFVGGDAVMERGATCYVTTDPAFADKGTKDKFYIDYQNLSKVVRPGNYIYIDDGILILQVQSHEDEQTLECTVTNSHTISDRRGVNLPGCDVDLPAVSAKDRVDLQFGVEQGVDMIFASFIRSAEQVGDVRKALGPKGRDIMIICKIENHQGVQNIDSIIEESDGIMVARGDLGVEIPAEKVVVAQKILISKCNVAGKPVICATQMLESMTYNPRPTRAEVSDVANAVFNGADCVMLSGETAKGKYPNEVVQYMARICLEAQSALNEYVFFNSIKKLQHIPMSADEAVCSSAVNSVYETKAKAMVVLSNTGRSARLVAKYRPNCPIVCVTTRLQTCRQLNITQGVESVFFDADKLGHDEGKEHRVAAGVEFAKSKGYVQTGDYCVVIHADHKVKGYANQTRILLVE
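In 50 mM imidazole pH 7.2 with 7 mM MgCl2, LmPK (0.1 nM) turned over PEP (0.5 mM) and ADP (0.1 mM) for 1 h at room temperature. Luciferase read-out of ATP.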
AMA1 RON2 block – qHTS for Inhibitors of AMA1-RON; Towards Development of Antimalarial Drug Lead: Primary Screen; Plasmodium falciparum AMA1 (3D7) - RON2 peptide interaction; AlphaScreen AMA1-biotinylated RON2 peptide binding; Potency, µM (highest dose often 58.2 µM), inactives show at the highest dose activity change, negative = inhibition, actives largely listed as inhibitors; actives 0.2% (n = 360,000);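 also: potency is read from the fitted curve at half-maximal effect; 0% = vehicle wells and -100% = peptide control; nearly all actives have a fitted effect of over 45% in size; some results filed as inactive show a strong effect at the top dose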
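AMA1 (3D7) with his tag at 25 nM final met compounds first, then biotinylated RON2 peptide at 25 nM; detection used donor plus acceptor beads, 10 µg/mL apiece, read by AlphaScreen after 30 min at room temperature.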
TbPYK inhibitor – qHTS of Trypanosoma Brucei Inhibitors; actives 0.12% (n = 410,000); Potency, µM (titrated, usually from 76.8 µM), inactives show at the top dose activity, negative = inhibition, hits mostly inhibitors; TbPYK enzyme, Kinase-Glo Plus ATP luminescence, 45 min; pyruvate kinase (Trypanosoma brucei), Q57TT1; AID 624173, 2012; also: potency is read from the fitted curve at half-maximal effect; % is scaled to controls: 0 for no effect and ±100 for the full control effect; nearly all actives have a fitted effect of over 50% in size
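Luminescence from Kinase-Glo Plus, added after a 45-minute room-temperature reaction, served as the end-point read-out. The enzyme and substrate were preincubated with compound before ADP (130 uM final) initiated turnover. Concentration-effect curves came from normalized qHTS data.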
Pf growth 48h – Primary qHTS for delayed death inhibitors of the malarial parasite plastid, 48 hour incubation; P. falciparum luciferase growth in erythrocytes, 48 h; Potency, µM (top dose mostly 28.7 µM), for inactives: at the top dose activity change, negative = inhibition, usual class: inhibitors; actives 5.9% (n = 310,000); also: potency is read from the fitted curve at half-maximal effect; % is scaled to controls: 0 for no effect and ±100 for the full control effect
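Cell-based growth assay: transgenic P. falciparum expressing firefly luciferase, cultured in red cells within RPMI 1640 containing 0.5% w/v Albumax, 24 mM bicarbonate and gentamycin. A drop in luciferase activity indicates inhibition.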
* = called active by the depositor; ? = inconclusive; . = no result given; & = joins results of further samples; [ ] = another dose, or the depositor's remark. Unless noted, calls follow the shape of the dose curve; as a rule, active = well fitted curve in the direction sought with a large enough effect; inconclusive = small, poorly fitted or top-dose-only effect, or another doubt; inactive = no such curve, though single readings can be large; an effect the other way counts as inactive or inconclusive.

molecule | Shiga toxin inh | AMA1 RON2 block | TbPYK inhibitor | Pf growth 48h | Cycloheximide cs | Pf growth 96h | LmPK inh
CCCCCCCSc1nnc(-c2ccccc2N)c(=O)[nH]1 | 21 | -14% | 4% | 34% | 0 | ? | -8%
CC(OC(=O)c1cc2ccccc2o1)C(=O)Nc1ccc(N2CCOCC2)cc1 (centres undefined) | . | 2% | -2% | -10% | . | 17% | .
NC(=O)c1snnc1-c1ccccc1 | 0 | 23% | -1% | 11% | 1 | 97%[activator] | -2%
CCOc1ccc(NC(=O)CSc2ccccc2N)cc1 | 118* | -6% | 6% | -5% | 39* | -2% | 2%
O=C(N/N=C/c1ccc(OCC(=O)N2CCOCC2)cc1)c1ccccc1Cl | 26 | 3% | 4% | -12% | 1 | 4% | 1%
CCCCn1cnc2c1c(=O)n(C)c(=O)n2C | -4 | -7% | 3% | -22% | -2 | 13% | -4%
N#CC1(Cc2ccc([N+](=O)[O-])cc2)c2ccccc2C=CN1C(=O)c1ccccc1 (centres undefined) | -9 | -7% | -4% | . | -3 | ? | 8%
Cc1nc([N+](=O)[O-])c(N2CCN(C)CC2)n1Cc1ccccc1 | -8 | -8% | -4% | 40%[activator] | -3 | ? | 3%
COCCNC(=O)CN(C(=O)CCC(=O)Nc1ccccn1)c1ccc(F)cc1 | 6 | 2% | -2% | 4% | -3 | 0% | 3%
CCOC(=O)C1CCCN(C(=O)c2cc(-c3ccncc3)nc3ccccc23)C1 (centres undefined) | . | 6% | -9% | -17% | . | ? | .
O=C1CC(N2CCN(c3nc4ccccc4s3)CC2)C(=O)N1c1ccc(F)cc1 (centres undefined) | -6 | -7% | 1% | 7% | -6 | ? | 3%
COc1ccc(S(=O)(=O)N2CCN(C(=O)CN3C(=O)NC4(CCCC4)C3=O)CC2)cc1 | 10 | -15% | 4% | -4% | -2 | -10% | -4%
CCCCNCCCOc1ccc(C)cc1Br | 16 | -5% | -25% | ? | 2 | 2.3µM* | -4%
O=c1oc2ccccc2n1Cc1ccccc1F | -15 | 30% | -7% | 26% | -1 | 0% | 2%
c1ccc2c(N3CCOCC3)c3c(nc2c1)CCC3 | . | -2% | -5% | -26% | -2 | ? | -1%
COc1ccc(OC2CCN(S(=O)(=O)c3cccc(F)c3)CC2)cc1 | 81* | 19% | -8%&-19% | 13% | 36* | -9% | 3%
O=C(CSC1=Nc2ccccc2C2=NC(CC(=O)NCc3ccco3)C(=O)N12)NCC1CCCO1 (centres undefined) | 30 | 1% | -25% | ? | 13 | ? | 2%
COc1ccc(NCC(=O)Nc2ccc(Cl)cc2C)c(OC)c1 | 6 | -29% | -4% | ? | -2 | 109%[activator] | 6%
OCCCNC(=S)Nc1ccc2nccnc2c1 | 11 | 5% | 2% | 11% | 2 | 32% | -2%
Cc1ccc(S(=O)(=O)CC2CSc3nnc(C)c(=O)n32)cc1 (centres undefined) | -1 | 1% | -4% | 8% | -4 | 14% | 1%
Cc1ccc(NC(=O)c2c(-c3ccccc3)noc2C)nc1 | 9 | 6% | 1% | 20% | 6 | 37%[activator] | -1%
O=C(c1ccc(Cl)nc1)N1CCc2ccccc2C1 | -10 | -1% | -6% | . | -1 | 2% | -1%
CCCN(CC1CC1)C(=S)NC(=O)c1ccccc1Br | . | 65%[activator] | -7% | ? | . | ? | .
O=C(Cn1ncc(Cl)c(Cl)c1=O)N1CCN(S(=O)(=O)c2ccc3ccccc3c2)CC1 | -36 | -17% | -1% | -14% | -10 | ? | -1%
COc1ccc(OC(=O)C2CC(=O)N(c3ccc(C)cc3)C2)cc1 (centres undefined) | -20 | 0% | 1% | 0% | -3 | -22% | 2%
CCNC(=O)COC(=O)c1ccc(-c2nc3ccccc3s2)s1 | 99* | 25% | -24% | 236%[activator] | 34* | 179%[activator] | ?
O=C(CN1C(=O)CCSc2ccccc21)Nc1ccc2c(c1)OCO2 | -30 | 0% | -8% | ? | -2 | . | -3%
Cc1ccc(OCCn2cnc3c(N)ncnc32)cc1 | 27 | -6% | -11% | ? | 1 | ? | 6%
O=C1C=C(c2cc(F)ccc2F)C[C@@H](c2ccc(F)cc2)C1 | . | 13% | 5% | 2.3µM* | . | ? | .
O=C(Nc1ccccc1)c1cc([N+](=O)[O-])ccc1N1CCNCC1 | -9 | -2% | -2% | 3% | -2 | ? | -1%
CC1CCN(C(=O)Cn2nnc(-c3ccc(N)cc3)n2)CC1 | -3 | 5% | -4% | 26% | 1 | -30% | -6%
O=C(NC1CCN(Cc2ccccc2)CC1)C1COc2ccccc2O1 (centres undefined) | -6 | -10% | 1% | 1% | -1 | . | 3%
O=C(CCN1C(=O)c2ccccc2C1=O)Oc1ccc2ccccc2c1 | -10 | -11% | -4% | 0% | -7 | 0% | 0%
Cc1nccn1-c1ccc(C(F)(F)F)cc1NC=O | 24 | -3% | -1% | 75%[activator] | 7 | -9% | 1%
Cc1cc(Cl)ccc1OCc1nc(-c2ccc(O)cc2)n[nH]1 | 29 | 10% | 2% | -4% | 25 | . | 1%
CN(C)c1ccc(C(CC(=O)c2ccccc2)C2CCCCC2=O)cc1 (centres undefined) | -4 | ? | -7% | 1% | -3 | 10µM* | 1%
COc1cccc(C(=O)NCc2cccnc2)c1 | -11 | 6% | -5% | 6% | 7 | . | -1%
CCC(C)(C(=O)NC1CCCC1)N(C(=O)CC1NC(=O)NC1=O)c1ccc(C)cc1 (centres undefined) | -10 | 2% | 0% | -14% | 1 | ? | 1%
Cc1c(C(=O)NCCc2ccc3c(c2)OCCO3)oc2ccccc12 | 7 | 8% | . | . | 1 | 2% | 1%
Cc1[nH]c2ccccc2c1/C=C/c1nc2ccccc2c(=O)n1CCO | 49* | -11% | 0% | 9.3µM* | 25* | 11%[1.15 µM] | -1%
COc1ccc(C)cc1NC(=O)CSc1nnc(-c2ccc(OC)c(OC)c2)n1N | -15 | -7% | 6% | -10% | -1 | 51%[activator] | 1%
O=C(Cc1ccccc1)Nc1cccc(S(=O)(=O)N2CCCCCC2)c1 | . | 6% | -2% | ? | . | ? | .
O=C(OCC(=O)N1CCN(c2cccc(Cl)c2)CC1)c1ccco1 | . | 4% | 3% | 39%[activator] | . | 49%[activator] | .
O=[N+]([O-])c1cc(/C=N\O)ccc1Oc1ccc(F)cc1 | 27 | -1% | 0% | 14% | 27* | -6% | 5%
CCc1nnc(SCc2ccc(OC)c(Br)c2)n1N | 24 | -3% | -15% | -21% | 5 | 245%[activator] | 0%
CSc1cccc(NC(=O)C2CCCN(S(=O)(=O)c3cccs3)C2)c1 (centres undefined) | 9 | -25% | 4% | ? | 2 | 21% | 4%
Cc1cc(Nc2cccc(F)c2)nc(NCc2ccccc2)n1 | -6 | -9% | ? | 0.37µM* | -2 | ? | -1%
CCOC(=O)C1(Cc2cccc(OC)c2)CCCN(Cc2ccc(NC(C)=O)cc2)C1 (centres undefined) | -13 | -5% | 5% | ? | 1 | ? | -2%

Structural class, the entries above with bromine
molecule | Shiga toxin inh | AMA1 RON2 block | TbPYK inhibitor | Pf growth 48h | Cycloheximide cs | Pf growth 96h | LmPK inh
CCCCNCCCOc1ccc(C)cc1Br | 16 | -5% | -25% | ? | 2 | 2.3µM* | -4%
CCCN(CC1CC1)C(=S)NC(=O)c1ccccc1Br | . | 65%[activator] | -7% | ? | . | ? | .
CCc1nnc(SCc2ccc(OC)c(Br)c2)n1N | 24 | -3% | -15% | -21% | 5 | 245%[activator] | 0%

The list goes on:
molecule | Shiga toxin inh | AMA1 RON2 block | TbPYK inhibitor | Pf growth 48h | Cycloheximide cs | Pf growth 96h | LmPK inh
CCC(C)(C)NC(=O)C(c1ccc(OC)cc1)N(C(=O)CCC(=O)Nc1cc(C)on1)c1ccc(F)cc1 (centres undefined) | -19 | 12% | -1% | ? | -4 | -18% | -3%
CC(C)c1nnc(NC(=O)COc2ccccc2[N+](=O)[O-])s1 | 96* | -2% | -1% | 97%[activator] | 20* | 106%[activator] | 0%
CCO[C@H]1OC(C(=O)N2CCN(Cc3ccc4c(c3)OCO4)CC2)=C[C@@H](c2ccccc2)[C@@H]1CCCO | -12 | 1% | -1% | ? | -6 | ? | 7%
CN(C)CCCN(C(=O)CCc1ccccc1)c1nc2ccc(Br)cc2s1 | -24 | -28% | -2% | ? | -11 | ? | 0%[11.5 µM]
CCCCn1nnnc1NCc1ccc(N2CCCC2)cc1 | -3 | -9% | -10% | 0% | -1 | . | 1%
COc1ccc(N2C(=O)C(=O)/C(=C(/O)c3ccc(C)cc3)C2c2cccnc2)cc1 (centres undefined) | 4 | 15% | 4% | 54%[activator] | 5 | 56%[activator] | -3%
CN(Cc1nccn1C)C(=O)C1CCC(=O)N(CCc2ccc(Cl)cc2)C1 (centres undefined) | -19 | 2% | -1% | 8% | -1 | ? | -11%
NS(=O)(=O)c1cccc(NC(=O)COC(=O)Cc2ccc(Cl)cc2)c1 | -5 | -2% | 2% | 19% | 1 | 8% | 3%
COc1ccc(/C=C/C(=O)OCC(=O)c2c(N)n(C)c(=O)n(C)c2=O)cc1 | -1 | -4%[2.32 µM] | -15% | 4% | -4 | 32%[activator] | 5%
CSCC[C@H](NC(=O)Cc1ccc(Cl)cc1)C(=O)N1CCC2(CC1)NCCc1[nH]cnc12 | 3 | 8% | 1% | -12% | 2 | 2% | 1%
CS(=O)(=O)N1CCc2ccccc2C1 | -2 | 11% | -7% | -20% | -2 | ? | -6%
CC(C)c1ccc(NC(=O)NC2CCCCC2)cc1 | 107* | -10% | -1% | 39%[activator] | 44* | -19% | 4%
CSc1ccccc1OCc1cc(C(=O)N2CCN(c3ncccn3)CC2)no1 | -20 | 0% | -2% | ? | 0 | ? | -1%
COc1ccc(CNCc2ccc3c(c2)OCO3)c(OC)c1OC | -3 | 29% | 14% | 24% | -1 | ? | -1%
Cc1ccc(C(=O)NCC(=O)OCC(=O)c2c(N)n(C)c(=O)n(C)c2=O)s1 | -1 | -2% | -10% | 32%[activator] | -2 | 10% | -4%
COc1ccc2ncc(OC(C)=O)cc2c1 | 23 | -2% | -6% | 27% | 14* | 19% | -1%
COc1ccccc1CC(=O)Nc1ccc(S(=O)(=O)N2CCN(C)CC2)cc1 | -2 | 5% | -7% | -2% | -2 | 18% | -10%
CCc1nn(CCCC(=O)NCc2ccc(OC(C)C)cc2)c(=O)c2cc3occc3n12 | 26 | 0% | -1%&1% | 11% | 12 | 7% | 8%

Screening data: PubChem BioAssay, National Center for Advancing Translational Sciences (NCATS)
